TDP1 cell noCPT: qHTS for Inhibitors of human tyrosyl-DNA phosphodiesterase 1 (TDP1): qHTS in cells in absence of CPT | DT40 Tdp1-/- hTDP1 cells, no CPT, ATP luminescence, 48 h | Potency, µM (titrated, usually from 46.2 µM), for the others: at the highest dose activity change, negative = growth inhibition, hits mostly inhibitors | 420,000 compounds, 15% hits | AID 686978, 2013; note: nearly all actives have a fitted effect of over 55% in size
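Readout: luminescence from CellTiter-Glo after 30 min in the dark at RT. Cells: DT40 Tdp1-/- with stable hTDP1, 400/well. Exposure: compounds alone, ≥48 hr, 37 °C.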
DT40 TDP1 CPT: qHTS for Inhibitors of human tyrosyl-DNA phosphodiesterase 1 (TDP1): qHTS in cells in presence of CPT. chicken DT40 Tdp1-/-;hTDP1 cells + 20 nM CPT, ATP luminescence, 48 h. Potency, µM (titrated, usually from 46.2 µM), for the others: at the highest dose activity change, negative = growth inhibition, hits mostly inhibitors. 420,000 compounds, 12% hits; note: nearly all actives have a fitted effect of over 55% in size
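Chicken DT40 Tdp1-/- cells stably complemented with human TDP1 were seeded at 400 cells/well in medium containing 20 nM camptothecin, exposed to pin-transferred compounds, and grown at 37 °C for at least 48 hr. Viability was read as ATP luminescence.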
KAT2A inh: qHTS Assay for Inhibitors of GCN5L2; GCN5L2 HAT assay, ThioGlo1 CoA-SH fluorescence; Potency, µM (highest dose often 58.9 µM), inactives show at the top dose activity change, negative = inhibition, usual class: inhibitors; Histone acetyltransferase KAT2A (Homo sapiens), Q92830; 390,000 compounds, 0.21% hits
Target sequence (Q92830 whole entry, looked up): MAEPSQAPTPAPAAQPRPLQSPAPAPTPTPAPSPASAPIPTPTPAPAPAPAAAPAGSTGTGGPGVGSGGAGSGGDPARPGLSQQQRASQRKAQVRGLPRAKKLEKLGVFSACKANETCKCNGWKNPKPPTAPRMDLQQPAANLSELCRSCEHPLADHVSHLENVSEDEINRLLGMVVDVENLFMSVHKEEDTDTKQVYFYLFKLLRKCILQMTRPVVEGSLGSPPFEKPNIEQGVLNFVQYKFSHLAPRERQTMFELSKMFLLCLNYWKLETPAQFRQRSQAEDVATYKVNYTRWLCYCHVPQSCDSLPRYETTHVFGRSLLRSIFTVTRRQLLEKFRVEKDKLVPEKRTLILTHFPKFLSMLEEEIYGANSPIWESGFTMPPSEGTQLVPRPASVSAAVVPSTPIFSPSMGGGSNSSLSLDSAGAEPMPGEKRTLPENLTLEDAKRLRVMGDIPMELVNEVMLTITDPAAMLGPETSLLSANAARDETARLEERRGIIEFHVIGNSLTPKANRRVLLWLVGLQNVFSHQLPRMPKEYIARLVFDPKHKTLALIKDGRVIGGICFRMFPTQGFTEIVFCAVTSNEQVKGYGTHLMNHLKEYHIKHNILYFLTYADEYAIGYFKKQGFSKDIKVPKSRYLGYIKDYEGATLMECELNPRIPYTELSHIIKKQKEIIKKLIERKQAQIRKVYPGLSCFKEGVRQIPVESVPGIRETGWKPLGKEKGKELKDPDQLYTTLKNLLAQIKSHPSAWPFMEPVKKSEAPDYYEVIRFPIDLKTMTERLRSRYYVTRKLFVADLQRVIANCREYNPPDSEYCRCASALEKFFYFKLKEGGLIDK
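qHTS, 1536-well. 20nM enzyme, pH 7.5 HEPES/EDTA/Tween-20 buffer; 15 min compound preinc., RT. Start: 75uM H3(1-25), 70uM AcCoA, 50uM ThioGlo1. Read Ex340/Em540 at t=0 (autofluorescence flag) and t=20 min.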
The depositor's hits bear a star; ? = inconclusive; . = not tested or not shown; & = joins results of further samples; [ ] = another dose, or the depositor's remark. Calls come from the whole dose curve; as a rule, active = well fitted curve in the direction sought with a large enough effect; inconclusive = small, poorly fitted or top-dose-only effect, or another doubt; inactive = no such curve, though single readings can be large; an effect the other way counts as inactive or inconclusive. % is set by controls: 0 for no effect and ±100 for the full control effect; potency is the fitted concentration of half-maximal effect.

SMILES	TDP1 cell noCPT	DT40 TDP1 CPT	KAT2A inh
COc1ccc(-n2c(SCC(=O)Nc3ccc(Cl)cc3)nc(O)c(Cc3ccccc3)c2=O)cc1	-1%	0%	?
CCn1cc(Cl)c(C(=O)Nc2cc(C(=O)OC)cc(C(=O)OC)c2)n1	14%	3%	-4%
CCCNC(=O)COC(=O)c1ccccc1C(=O)c1ccc(Cl)c([N+](=O)[O-])c1	10µM*	?	-5%
O=C(c1cn(-c2ccccc2)nc1-c1cccs1)N1CCN(c2ccccn2)CC1	21µM*	?	-19%
Cc1ccc(-c2nc(-c3cccnc3)no2)cc1	-27%	?	.
Cc1ccc(OCC(=O)OCc2cc(=O)n3nc(C4CC4)sc3n2)cc1C	0%	5%	19%
NC(=O)c1ccsc1NC(=O)CSc1nnc(NC2CC2)s1	-2%	-4%	-1%
O=C(NC(=O)N1CCCC1)c1csnn1	0%	12%	-3%
COCC(=O)N1c2nc(C(C)C)nn2C2(CCCCC2)[C@@H]2CCCC[C@@H]21	2.9µM*	2.9µM*	-3%
Cc1cc2c(c(N3CCOCC3)n1)C(=O)OC2	-4%	-15%	?
O=C(Nc1cc(Cl)cc(Cl)c1)c1cc(S(=O)(=O)NC2CCCC2)ccc1F	21µM*	?	-8%
COc1ccc(CN(C)CC(=O)Nc2ccccc2C(=O)NC2CC2)cc1F	?	?	-2%
CCOCCc1nnc(NC(=O)Cc2c(F)cccc2Cl)s1	2%	-9%	-6%
CCc1nccn1S(=O)(=O)c1cc(OC)ccc1OC	-7%	-15%	4%
CCCCCCOc1ccc(/C=C/C(=O)N2CCOCC2)cc1OC	-30%	-6%	-23%
COc1ccc(S(=O)(=O)N2CCC[C@@H]2C(=O)N2CCC[C@H]2C(=O)NCc2ccncc2)cc1C	?	?	.
Cc1ccc(OCC(=O)Nc2cccc3c2CCCC3)cc1C	-27%	-29%	.
N#Cc1ccc(CN2CCN(C(=O)CN3C(=O)NC4(CCCC4)C3=O)CC2)cc1	?	?	1%
CCc1ccc(C(=O)CSc2ncn[nH]2)cc1	-4%	0%	?
Cc1cc(/C=C(\C#N)C(=O)Nc2ccccc2)c(C)n1-c1ccc(C(=O)O)cc1	-11%	-24%	-6%
CCC1S/C(=N/N=C/c2ccco2)N(Cc2ccc(F)cc2)C1=O (configuration not stated)	?	?	?
O=[N+]([O-])c1ccc(/C=C/C2=NN(c3ccccc3)C(c3ccco3)C2)cc1 (configuration not stated)	?	?	-4%
CC1CCC(NC(=O)C2CCC(CNS(=O)(=O)c3cccc4cccnc34)CC2)CC1 (configuration not stated)	-14%	?	-3%
COc1ccc(NC(=O)c2ccccc2S(=O)c2ccccc2C#N)cc1 (configuration not stated)	-7%	4%	-1%
CC1(c2nnc(-c3cccc(Cl)c3)o2)CC(c2ccc(OC(F)(F)F)cc2)=NO1 (configuration not stated)	-20%	-15%	-5%
Cc1ccc(CNC(=O)[C@H]2O[C@@H](n3ccc(N)nc3=O)[C@H](O)[C@@H]2O)o1	-4%	-6%	.
CC(NC(=O)COc1ccccc1)C(=O)NCc1ccccc1Cl (configuration not stated)	-2%	0%	-2%
Cc1ccc(-c2csc(NC(=O)c3ccc(-c4ccccc4)cc3)n2)o1	?	16µM*	-8%
CCOC(=O)C1=C(C)NC(=S)NC1/C=C/c1ccccc1 (configuration not stated)	-19%	-17%	25%
CC(C)N1C(=O)CCC1C(=O)NCc1ccccc1Cl (configuration not stated)	-19%	9%	2%
COc1ccccc1-c1cnn2c(N3CCOCC3)cc(C)nc12	?	10%	-5%
C/C(N)=C(/C#N)C(=O)COC(=O)c1cc2c(s1)CCCC2	2%	-10%	-5%
Cc1ccc(/C=N/NC(=O)c2ccco2)cc1	-17%	2%	1%
O=Cc1ccc2noc(-c3ccc(Cl)cc3)c2c1	16µM*	?	2%
CCOC(=O)N1CCC(C(=O)Nc2ccc(OCC)cc2)CC1	-21%	-25%	-2%
O=C(CNC(=O)c1ccc(Br)o1)NNC(=O)c1ccc(Br)cc1	7%	-2%	-9%
CCOc1cc(CNn2cnnc2)cc(Br)c1OCC(=O)NC(C)(C)C	-23%	-1%	-5%
c1ccc(-c2ccc3[nH]ccc3c2)cc1	?	?	-7%
COc1cccc(CNC(=O)CCNS(=O)(=O)c2ccc(C)cc2)c1	-23%	-17%	0%
CCOc1ccccc1N1CCN(C(=O)c2cn(CC3CCCCC3)nn2)CC1	?	?	-14%
O=C(CSc1ccc(Cl)cc1)N1CCN(c2c(Cl)cccc2[N+](=O)[O-])CC1	15µM*	16µM*	-2%
O=C(c1ccc(F)cc1)C1CCN(C(=O)NCc2ccccc2)CC1	23µM*	16µM*	-1%
O=[N+]([O-])c1cccc(S(=O)(=O)N2CCCCCC2)c1	-30%	-8%	-3%
COc1ccc(C(=O)N/C(=C\c2ccccc2)C(=O)Nc2ccc(C(=O)O)cc2)cc1	-7%	-7%	-5%
COCC(=O)N1CCc2cc(OC)c(OC)cc2C1COc1ccc2c(C)cc(=O)oc2c1 (configuration not stated)	?	-27%	0%

Exported with bars between the fields: entries from further up
Structure | TDP1 cell noCPT | DT40 TDP1 CPT | KAT2A inh
Cc1cc2c(c(N3CCOCC3)n1)C(=O)OC2 | -4% | -15% | ?
COc1ccc(CN(C)CC(=O)Nc2ccccc2C(=O)NC2CC2)cc1F | ? | ? | -2%
O=Cc1ccc2noc(-c3ccc(Cl)cc3)c2c1 | 16µM* | ? | 2%
COc1cccc(CNC(=O)CCNS(=O)(=O)c2ccc(C)cc2)c1 | -23% | -17% | 0%
CC1(c2nnc(-c3cccc(Cl)c3)o2)CC(c2ccc(OC(F)(F)F)cc2)=NO1 (configuration not stated) | -20% | -15% | -5%

Continuation.
SMILES	TDP1 cell noCPT	DT40 TDP1 CPT	KAT2A inh
Cc1ccc(-c2csc3ncn(CC#N)c(=O)c23)cc1C	?	-19%	-12%
Cn1cc(CC(=O)N2CCN(c3ccccc3F)CC2)c2ccccc21	?	?	-10%
CN(C)c1ccc(C2CC(=O)OC3=C2C(=O)CC(C)(C)C3)cc1 (configuration not stated)	-3%	-9%	-1%
CC(=O)NCCNc1ccnc(-c2ccccc2C)n1	17%	-3%	-5%
CCc1ccc(OCCCCN(C)Cc2ccccc2)cc1	29µM*	?	-1%
C=CCOc1ccc(CN(C)CC(O)COc2ccc(CCC(C)=O)cc2)cc1 (configuration not stated)	16µM*	?	3%
CCCCOc1ccc(C(=O)NCC(=O)NCC2CCCO2)cc1 (configuration not stated)	?	?	-15%
NS(=O)(=O)c1ccc(C(=O)Nc2ccc(-c3nc4cccnc4s3)cc2)cc1	-22%	-25%	-1%
COc1cccc(S(=O)(=O)N2CCOCC2)c1	0%	-13%	-1%[0.501 µM]
CC(C)C(=O)Nc1nnc(SCC(=O)NCc2cccs2)s1	-12%	-4%	-13%
Cc1ccc(C(=O)c2sc(Nc3ccc(F)cc3)nc2N)c(C)c1	15µM*	13µM*	-8%
NC(=O)c1ccc(NC(=O)CCN=C2NS(=O)(=O)c3ccccc32)cc1	-2%	-1%	-11%
Cc1sc2ncnc(SCC(=O)NNC(=O)COc3cccc4ccccc34)c2c1C	?	?	21%
COc1cccc(-n2c(O)c(C=NCc3ccccn3)c3ccccc3c2=O)c1	-11%	7%	-10%
CCc1ccc2nc(/N=C(\N)NC(=O)c3ccccc3)nc(C)c2c1	16µM*	?	-9%

A second format for some results above.
smiles: CN(C)c1ccc(C2CC(=O)OC3=C2C(=O)CC(C)(C)C3)cc1 (configuration not stated)
  TDP1 cell noCPT: -3%	DT40 TDP1 CPT: -9%	KAT2A inh: -1%

smiles: CC(=O)NCCNc1ccnc(-c2ccccc2C)n1
  TDP1 cell noCPT: 17%	DT40 TDP1 CPT: -3%	KAT2A inh: -5%

smiles: CCc1ccc(OCCCCN(C)Cc2ccccc2)cc1
  TDP1 cell noCPT: 29µM*	DT40 TDP1 CPT: ?	KAT2A inh: -1%

smiles: C=CCOc1ccc(CN(C)CC(O)COc2ccc(CCC(C)=O)cc2)cc1 (configuration not stated)
  TDP1 cell noCPT: 16µM*	DT40 TDP1 CPT: ?	KAT2A inh: 3%

Next section.
SMILES	TDP1 cell noCPT	DT40 TDP1 CPT	KAT2A inh
Cc1c(NC(=S)NC(NC(=O)C(C)C)C(Cl)(Cl)Cl)c(=O)n(-c2ccccc2)n1C (configuration not stated)	15µM*	15µM*	-2%
CCN(C(=O)COC(=O)c1c(C)c(-c2ccccc2)nc2ccccc12)C1CCS(=O)(=O)C1 (configuration not stated)	?	?	2%
CC(=O)c1cccc(NC(=O)CN2C=NS(=O)(=O)c3ccc(C)cc32)c1	2%&-3%	-3%&9%	-3%&-17%
Oc1ccc(N=Nc2ccc3c(c2)OCCO3)c2cccnc12	1.6µM*	1.3µM*	-2%
O=C(NCc1ccc(Cl)s1)C1CCC(=O)N(CCc2cccc(F)c2)C1 (configuration not stated)	15%	-11%	0%
O=C1c2cccc3cccc(c23)C(=O)N1CC1CCN(CC(O)COc2ccc3ccccc3c2)CC1 (configuration not stated)	12µM*	15µM*	-15%
COc1ccc(Cl)cc1-c1nc(SCC(=O)N(C)C)n[nH]1	1%	3%	0%
O=C(NCc1ccccc1Cl)c1ccc(Cn2c(SCc3ccccc3)nc3cccnc32)cc1	?	?	-10%
CN(C)CCCn1c2c(c(SCC(=O)Nc3ccc4c(c3)OCO4)nc1=O)CCCC2	-17%	0%	-3%
CSc1nc2ccccc2s1	3%	-1%	-1%
O=S(=O)(c1cccc(S(=O)(=O)N2CCOCC2)c1)N1CCCCCC1	-22%	0%	-3%
O=C(C1=C(O)C(=O)N(c2nc3ccc(Cl)cc3s2)C1c1ccco1)c1ccco1 (configuration not stated)	2.3µM*	?	?
CCOC(=O)c1cc(NC(=O)c2cccnc2)cc(C(=O)OCC)c1	-6%	-9%	-7%
O=C(NCCc1ccccc1)c1cccc(S(=O)(=O)NCc2ccccc2)c1	-15%	2%	1%
CN(C(=O)c1cc(-c2ccccc2)on1)C1CCCCC1	-14%	19%	-1%
O=C(CN(c1ccccc1F)S(=O)(=O)c1ccccc1)N1CCCCCC1	?	?	-11%
CCOC(=O)C(=CNc1cc(C)ccc1C)C(=O)OCC	16µM*	?	-1%
O=C(NC1CCCC1)C1C(c2ccc(C(F)(F)F)cc2)=Nc2ccccc2N1C(=O)c1cccc(C(F)(F)F)c1 (configuration not stated)	?	?	.
COc1ccc(-n2nc(C(=O)N3CCCCC3)c3c4ccccc4n(C)c3c2=O)cc1Cl	16µM*	4.1µM*	-3%
CCn1c(C)nc2cc(S(=O)(=O)N3CCCC3)ccc21	?	-23%	1%
COc1ccc(NS(=O)(=O)c2cc(NC(=O)/C=C/c3cccs3)ccc2N2CCOCC2)cc1	?	?	-19%
Cc1cccc(C)c1N(CC(=O)Nc1cccc(N(C)S(C)(=O)=O)c1)S(C)(=O)=O	?	?	0%
CCS(=O)(=O)NCCc1csc(-c2ccc(OC)c(OC)c2)n1	?	-28%	-8%
O=C(Cn1cnc2ccccc2c1=O)N1CCN(S(=O)(=O)c2ccc(F)cc2)CC1	7%	-5%	-3%
CC(=O)Nc1ccc(C(=O)N/N=C/c2ccncc2)cc1	0%	-1%	2%
N#C/C(=C\c1ccc(-c2cccc(C(F)(F)F)c2)o1)C(=O)Nn1cnnc1	-21%	-12%	-7%
Cc1ccc2c(c1)C1CN(C)CCC1N2C(=O)c1cccc(S(=O)(=O)N2CC(C)CC(C)C2)c1 (configuration not stated)	?	?	-13%
CCCC(=O)Nc1cccc(NC(=O)Cc2ccc(Cl)cc2)c1	-29%	-12%	.
COc1ccc(C2(C(=O)NCCCN(C)C)CCOCC2)cc1	0%	18%	-7%
CCCC(c1nnnn1C1CCCC1)N1CCN(c2ccccc2F)CC1 (configuration not stated)	23µM*	?	0%
CCOC(=O)c1c(NC(=O)COc2ccccc2OCC)sc2c1CC(C)(C)NC2(C)C	5.8µM*	6.5µM*	-11%
O=C(COC(=O)C1CSC2(c3ccc(F)cc3)CCC(=O)N12)NC(=O)NC1CCCC1 (configuration not stated)	0%	0%	-14%
COc1ccc(-n2c(=O)c(-c3ccccc3)nc3cnc(N4CCOCC4)nc32)cc1	8%	11%	-11%
Cc1ccc(S(=O)(=O)NC(=O)COc2ccccc2C(N)=O)cc1	-18%	0%	3%
Cc1ccccc1-c1nc(N(C)C)c2ccccc2n1	-18%	-26%	-11%
Cc1cccc2cc(/C=N/NC(=O)[C@H]3C[C@@H]3c3ccccc3)c(Cl)nc12	0%	-1%	-6%
COCCCNC(=O)c1ccc2nc(Cc3ccc(OC)cc3)oc2c1	-2%&-9%	-6%&2%	-3%&-6%

Screening results: PubChem BioAssay, National Center for Advancing Translational Sciences (NCATS)

Hits appear at their usual frequency. Share with any hit: about 18%.
